# Bim-Bcl-2: inhibitors of Bim-Bcl-2 interaction, human | AID 950 | P10415 | Bead-based flow cytometry, Bim peptide-Bcl-2 binding | inhibition, % at 10 µM | 190,000 tested, 0.06% active; in the data active = inhibition above about 40%; inconclusive = no clear call, values can overlap the other calls;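 also: 0% = no compound wells with probe peptide and 100% = reference peptide inhibitor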
# Target sequence (P10415 whole entry, looked up): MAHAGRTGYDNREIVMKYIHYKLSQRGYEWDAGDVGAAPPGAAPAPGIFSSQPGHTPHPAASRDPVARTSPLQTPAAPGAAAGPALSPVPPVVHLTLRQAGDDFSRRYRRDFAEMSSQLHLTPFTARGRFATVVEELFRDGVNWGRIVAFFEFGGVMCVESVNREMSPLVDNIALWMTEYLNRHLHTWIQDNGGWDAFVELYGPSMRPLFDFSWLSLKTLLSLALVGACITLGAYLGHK
# Bim-Bcl-XL: human Bim-Bcl-XL interaction inhibition. Bim peptide-Bcl-XL binding, bead flow cytometry, fluorescence. 190,000 tested, 0.04% active. Q07817. inhibition, % at 10 µM
# Target sequence (Q07817 whole entry, looked up): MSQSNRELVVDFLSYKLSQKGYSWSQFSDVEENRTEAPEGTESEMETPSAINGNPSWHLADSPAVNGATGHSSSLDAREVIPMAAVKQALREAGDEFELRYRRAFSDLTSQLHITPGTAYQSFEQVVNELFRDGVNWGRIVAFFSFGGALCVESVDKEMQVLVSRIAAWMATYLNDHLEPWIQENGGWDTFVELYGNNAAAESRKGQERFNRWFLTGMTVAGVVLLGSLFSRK
# Bim-Bcl-W: human Bim-Bcl-W interaction inhibition | Q92843 | AID 952 | bead-based flow cytometry, Bim peptide-Bcl-W binding | 190,000 tested, 0.02% active | inhibition, % at 10 µM;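 also: 0% = bound tracer without compound and 100% = peptide blocker; higher means less fluorescent Bim peptide bound to Bcl-W beads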
# Target sequence (Q92843 whole entry, looked up): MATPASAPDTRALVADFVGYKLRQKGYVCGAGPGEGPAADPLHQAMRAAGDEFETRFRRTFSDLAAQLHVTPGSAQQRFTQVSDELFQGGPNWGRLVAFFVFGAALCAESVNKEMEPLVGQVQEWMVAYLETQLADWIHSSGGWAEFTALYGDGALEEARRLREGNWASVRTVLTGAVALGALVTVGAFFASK
# Avidin bead fluor: compound fluoresces at 488/530 nm on avidin beads; compound fluorescence 488/530 nm, flow cytometry; active compounds read high; fluorescence (KMESF) at 10 µM; 220,000 tested, 0.38% active; in the data active = fluorescence above about 47; also: inactives centre near 10
# RGS4-Gao reg: human RGS4-Galphao interaction regulation; Multiplexed bead flow cytometry, RGS4-Galphao binding; actives lie on both sides; 220,000 tested, 0.33% active; binding response (% of control), % at 10 µM; P09471; in the data active = binding response below about 49% or above about 150%; inactive = in between;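 also: fluorescent Galphao activated with aluminum fluoride binding bead-coupled RGS4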
# Target sequence (P09471 whole entry, looked up): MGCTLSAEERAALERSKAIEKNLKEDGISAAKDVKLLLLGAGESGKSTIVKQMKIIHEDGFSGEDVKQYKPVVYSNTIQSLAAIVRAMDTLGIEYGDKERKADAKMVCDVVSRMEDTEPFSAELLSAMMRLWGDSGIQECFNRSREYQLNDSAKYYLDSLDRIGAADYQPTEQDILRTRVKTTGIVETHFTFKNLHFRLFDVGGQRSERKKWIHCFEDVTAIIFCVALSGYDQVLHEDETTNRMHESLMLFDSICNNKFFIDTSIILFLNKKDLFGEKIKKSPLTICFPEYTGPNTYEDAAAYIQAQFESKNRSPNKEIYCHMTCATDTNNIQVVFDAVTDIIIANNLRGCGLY
# Bfl-1 Bim block: inhibitors of Bim-Bfl-1 interaction, human; 190,000 tested, 0.12% active; AID 1008; Bead-based flow cytometry, Bim-Bfl-1 binding inhibition; Q16548; inhibition, % at 10 µM;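 also: 0% = wells without compound plus tracer and 100% = blocker peptide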
# RGS7-Gao reg: human RGS7-Galphao interaction regulation; P09471; Multiplexed bead flow cytometry, RGS7-Galphao binding; actives lie on both sides; binding response (% of control), % at 10 µM; 220,000 tested, 0.35% active; AID 1439; in the data active = binding response below about 49% or above about 150%; inconclusive = no clear call, values can overlap the other calls; inactive = in between;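 also: fluorescent Galphao held in activated GDP-AlF4 state binding bead-coupled RGS7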
# ABCG2 block: inhibitors of human ABCG2 transporter, ABCB1 counter-screen; IgMXP3 cells, JC-1 efflux, flow cytometry; inhibition, % at 6.6 µM; 190,000 tested, 0.1% active;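 active = inhibition above 80%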;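 also: 0% = DMSO and 100% = nicardipine control wells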
#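 Assay system – ABCG2 IgMXP3 and barcoded ABCB1 CCRF-Adr cell mix · Input – 3 million cells/mL in well · Reagent – JC-1 fluorescent substrate · Compound – single test compound dose, 6.6 µM final · Timing – 10 min exposure at 25 °C with rotation, no wash · Detection – flow cytometry of retained JC-1 fluorescence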
# Bcl-B Bim block: disrupts Bim peptide binding to human Bcl-B | Q9HD36 | bead-based flow cytometry | inhibition, % at 10 µM | 190,000 tested, 0.073% active | AID 951;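 also: 0% = tracer peptide without compound and 100% = reference inhibitor peptide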
# ABCB1 block: human ABCB1 inhibition, ABCG2 as counter-screen; P08183; CCRF-Adr cells, JC-1 efflux, flow cytometry; inhibition, % at 6.6 µM; 190,000 tested, 0.067% active; in the data active = inhibition above about 40%;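 also: 0% = vehicle and 100% = reference inhibitor; higher value means more JC-1 retained so stronger ABCB1 efflux block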
# GSH fluor: compound fluoresces at 488/530 nm on GSH beads | GSH beads flow cytometry, compound fluorescence 488/530 nm; active compounds read high | fluorescence (KMESF) at 10 µM | 190,000 tested, 0.25% active | AID 1776; in the data active = fluorescence above about 89;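 also: glutathione beads carrying GST-tagged Bcl family fusion proteins plus one bare bead set; values are compound well signal with DMSO vehicle wells as background; inactives centre near 16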
# An asterisk follows results filed as active; ? = inconclusive; nt = not tested or not shown. Rule as the data show it, unless noted: active = inhibition above about 40%. Random draw from the library, and some 1.3% of all compounds hit somewhere here.
SMILES,Bim-Bcl-2,Bim-Bcl-XL,Bim-Bcl-W,Avidin bead fluor,RGS4-Gao reg,Bfl-1 Bim block,RGS7-Gao reg,ABCG2 block,Bcl-B Bim block,ABCB1 block,GSH fluor
CCOC(=O)C1C(c2cccnc2)NC(=O)NC1(O)C(F)(F)F (stereo unspecified),0.0,0.0,-2.0,11,95.0,-6.0,?,19.9,-6.0,0.7,12
COc1ccc(/C=N/NC(=O)CNc2ccc(Br)cc2)c(C(=O)O)c1OC,-3.0,-5.0,-2.0,25,103.7,-3.0,103.0,0.0,0.0,-0.2,6
CCC(=O)OCCn1c(=O)c2cc3c(=O)n(CCOC(=O)CC)c(=O)c3cc2c1=O,-9.0,-2.0,2.0,7,96.8,-5.0,96.6,2.9,-6.0,0.3,9
COc1ccc(NC(=O)c2nc(C)n(-c3ccc([N+](=O)[O-])cc3)n2)cc1,3.0,-2.0,0.0,11,97.0,-2.0,?,8.9,0.0,2.0,12
COc1ccccc1C/C(N)=N/OC(=O)c1ccc(C)c([N+](=O)[O-])c1,0.0,-1.0,0.0,14,101.4,-1.0,100.3,3.3,-3.0,-0.1,19
C=CCOc1c(CNc2ccc(C(=O)O)cc2)cccc1OC,0.0,-3.0,0.0,8,90.6,0.0,98.7,0.3,-4.0,0.5,28
O=C(Nc1ccccc1Br)c1c(F)cccc1Cl,4.0,0.0,4.0,26,97.9,-1.0,95.9,0.2,-3.0,-0.1,23
COc1cc(SC)ccc1C(=O)Nc1ccc2c(c1)CCN2S(C)(=O)=O,2.0,2.0,0.0,11,99.5,0.0,98.0,3.0,0.0,1.1,6
c1ccc(-n2cnnc2SCc2cn3cccnc3n2)cc1,2.0,0.0,-1.0,14,99.0,0.0,98.9,4.4,-3.0,1.0,20
CCCCC(=O)Nc1sc2c(c1C#N)CC(C)(C)OC2,1.0,-2.0,0.0,11,113.6,0.0,113.7,2.2,-3.0,0.8,22
Cc1ccc(-c2nc3ncccc3o2)cc1NC(=O)c1cc2ccccc2o1,-2.0,-7.0,-2.0,21,101.4,-4.0,102.9,4.3,-3.0,1.2,11
CC(C)Cn1c(N)c(C(=O)CSc2ccccc2)c(=O)n(C)c1=O,-2.0,-2.0,-1.0,13,100.3,-1.0,95.7,28.9,-3.0,0.8,5
O=C(N/N=C/c1cc(Br)ccc1O)Nc1ccccc1,0.0,-2.0,0.0,10,95.3,-1.0,98.2,2.3,0.0,0.2,16
CC(C)n1c(S(=O)(=O)O)nc2ccccc21,-1.0,-1.0,-3.0,2,96.2,5.0,94.3,2.8,1.0,1.3,10
O=C(Oc1coc(CSc2nnc(NC(=O)C3CC3)s2)cc1=O)c1c(F)cccc1F,-1.0,0.0,0.0,21,99.4,1.0,99.9,4.7,-1.0,1.2,6
CC1=C(C(=O)NC2CCCCC2C)C2(CCC(C)CC2)OC1=O (stereo unspecified),-6.0,-5.0,-3.0,6,101.1,-10.0,98.9,0.4,-6.0,0.4,15
CCOC(=O)c1cnc(-n2nc(C)cc2C)nc1NCc1ccccc1,-12.0,-3.0,-1.0,13,100.8,-11.0,94.5,30.5,-7.0,2.9,34
Cc1cccc(C)c1N(CC(=O)NN=C1CCCCCC1)S(C)(=O)=O,-10.0,0.0,1.0,7,100.3,-12.0,98.5,13.6,-10.0,1.6,15
O=C(CSc1ccccc1C(=O)O)NCc1ccc(Cl)cc1,-4.0,-8.0,-4.0,7,101.3,-3.0,102.3,-1.0,-5.0,-0.5,10
CCN(CC)C1CCN(Cc2cn[nH]c2-c2ccc(OC)c(F)c2)C1 (stereo unspecified),-5.0,-4.0,-1.0,6,103.4,-3.0,99.1,0.9,-6.0,0.4,18
CCc1ccc(N2C(=O)Cc3c2nc(N)c(C#N)c3N)cc1,-8.0,-2.0,2.0,9,96.3,-11.0,93.3,4.5,-8.0,0.1,11
CC(C)n1c(C(O)c2ccccc2)nc2ccccc21 (stereo unspecified),-8.0,-10.0,-3.0,8,98.8,-13.0,103.7,-0.2,-9.0,-2.2,31
CC(C)CCC(C(=O)O)C(C)CC(=O)NC1CCCCC1 (stereo unspecified),-3.0,2.0,0.0,9,101.9,1.0,98.2,1.0,1.0,0.5,19
Cc1nc2cc(NC(=O)N3CCC(c4ccccc4)C3)ccc2n1C (stereo unspecified),-7.0,-2.0,0.0,27,99.8,-14.0,98.2,6.2,-3.0,0.4,23
CC1Nc2ccccc2C(=O)N1NS(C)(=O)=O (stereo unspecified),-3.0,-2.0,-4.0,7,98.3,-4.0,97.2,10.5,1.0,0.7,12
# (listing goes on)
SMILES,Bim-Bcl-2,Bim-Bcl-XL,Bim-Bcl-W,Avidin bead fluor,RGS4-Gao reg,Bfl-1 Bim block,RGS7-Gao reg,ABCG2 block,Bcl-B Bim block,ABCB1 block,GSH fluor
O=C1c2cccnc2C(=O)N1c1ccccc1-c1ccccc1,-4.0,-7.0,-4.0,40,101.3,-14.0,99.8,5.4,-9.0,0.4,27
CC(NC(=O)c1cccc(S(=O)(=O)N2CCN(C)CC2)c1)C1CC2CCC1C2 (stereo unspecified),-4.0,-3.0,0.0,9,104.2,-6.0,?,2.8,-2.0,1.1,15
Cn1c2ccccc2c2c(C(=O)N3CCN(C(=O)c4ccco4)CC3)cn(C3CCCCC3)c(=O)c21,?,nt,nt,11,64.5,nt,71.1,2.5,nt,4.4,149*
Cc1ccc(Oc2ccc(-c3nc(N)nc(N)n3)cc2)cc1C,-12.0,-6.0,-2.0,13,103.5,-21.0,101.8,11.4,-8.0,-0.2,26
COc1cccc(CNC(=O)CCC2CCCN(C(=O)Cc3ccccc3F)C2)c1 (stereo unspecified),3.0,0.0,0.0,11,103.2,1.0,103.2,8.8,6.0,1.8,21
O=C(CCCCCn1c(=O)[nH]c2ccsc2c1=O)N1CCCCC1,-1.0,-6.0,-3.0,31,103.7,-3.0,101.4,4.7,-2.0,0.0,10
COc1cc2ncnc(NCc3ccccc3Cl)c2cc1OC,0.0,0.0,0.0,9,105.1,-2.0,102.9,4.4,-2.0,1.7,19
COc1cc(-c2cc(-c3ccccc3)nc(SCC(=O)Nc3nccs3)c2C#N)cc(OC)c1OC,-8.0,-2.0,-8.0,8,102.4,-4.0,101.5,10.4,-8.0,8.8,42
CCN(CC)c1ccc(/C=N/NS(=O)(=O)c2ccc(C)c([N+](=O)[O-])c2)cc1,-6.0,-3.0,0.0,4,83.9,-6.0,94.3,-3.0,-4.0,-1.1,10
COC(=O)c1[nH]c2cc(OC)ccc2c1NC(=O)CCN1CCCCC1,-2.0,0.0,0.0,5,107.4,-2.0,105.5,0.0,0.0,0.1,17
O=C(C1=C[C@H](c2ccc3c(c2)OCO3)C[C@H](OCCCCO)O1)N1CCN(Cc2ccc3c(c2)OCO3)CC1,-2.0,1.0,1.0,9,102.8,-5.0,102.3,7.8,-1.0,0.5,17
O=C(NCc1cccc(C(F)(F)F)c1)C1CC(c2ccccc2[N+](=O)[O-])=NO1 (stereo unspecified),-2.0,0.0,-1.0,10,104.3,-2.0,102.0,5.6,0.0,0.7,15
COc1ccc(CCN2CC(O)=C(c3nc(C)cs3)C2=N)cc1OC,1.0,-3.0,0.0,36,94.3,0.0,92.4,0.6,-2.0,0.0,12
Cc1ccc(N2C(=O)C3CCC(c4ccccc4)CC3C2=O)cc1 (stereo unspecified),2.0,1.0,-1.0,4,100.8,3.0,101.8,-0.5,2.0,0.4,6
CC(C)OCCCNc1ncnc2c1[nH]c1ccccc12,-6.0,-3.0,0.0,24,101.9,-10.0,99.0,6.3,-6.0,0.5,23
O=C(CN(c1ccc(F)cc1)S(=O)(=O)c1ccc2c(c1)OCCO2)NCc1cccnc1,1.0,-3.0,-1.0,6,106.2,-3.0,102.0,1.5,-3.0,0.2,5
Nc1ccc2cn[nH]c2c1,-3.0,-2.0,-6.0,4,92.3,0.0,95.5,-0.6,-5.0,-0.2,18
C=C(C)COc1ccc2c(C)c(C)c(=O)oc2c1OCC(=C)C,-9.0,0.0,0.0,10,101.3,-10.0,95.6,17.4,-4.0,1.3,14
Cc1cc(=O)n2[nH]c(C)cc2n1,2.0,0.0,0.0,10,97.3,-1.0,102.8,-0.5,1.0,0.5,67
Cc1nnc2sc(-c3cccc4ccccc34)nn12,-1.0,0.0,0.0,42,100.1,-1.0,106.8,1.3,0.0,0.2,22
CCC(C(=O)N1CCN(c2ccccn2)CC1)n1nc(C)n2c(cc3occc32)c1=O (stereo unspecified),-4.0,-3.0,-5.0,39,101.7,-2.0,100.0,1.9,-8.0,1.2,27
CCC1CCCCN1C(=O)c1cc(-c2ccc(Cl)c(Cl)c2)on1 (stereo unspecified),-6.0,-4.0,1.0,23,98.6,-5.0,97.4,4.0,-9.0,0.3,13
CC(=O)c1ccc(N2CCN(Cc3nc(Cc4ccccc4)no3)CC2)cc1,-4.0,-3.0,-4.0,12,102.3,-5.0,100.8,2.6,-7.0,0.1,14
Cc1nc2cc(-c3ccccc3)nn2c(C)c1CCC(=O)N1CCN(c2ccccn2)CC1,-7.0,0.0,0.0,6,101.4,-13.0,102.8,4.2,-5.0,2.1,25
CCOC(=O)CC(NS(=O)(=O)c1ccc(NC(C)=O)cc1)c1ccc(OCC)cc1 (stereo unspecified),-9.0,-5.0,-5.0,24,97.7,-9.0,94.5,0.1,-5.0,0.0,14
Cc1cc(O)c(C(C[N+](=O)[O-])c2ccc(Cl)cc2)c(=O)o1 (stereo unspecified),-5.0,0.0,-4.0,8,102.0,-10.0,97.8,-0.1,-8.0,-0.1,3
CCOc1ccc(CC(=NCCc2ccccc2)C2=C(O)CC(C)(C)CC2=O)cc1OCC,0.0,1.0,0.0,6,102.5,-6.0,101.3,15.9,3.0,10.2,10
O=S(=O)(Nc1ccc(Cl)cc1)c1ccc(N2CCOCC2)c(NC(=S)NCCN2CCOCC2)c1,0.0,-3.0,1.0,20,100.4,14.0,120.6,0.9,-34.0,0.0,12
c1ccc2c(c1)nc(NCC1CCCO1)c1nnnn12 (stereo unspecified),-3.0,-1.0,2.0,6,102.0,-5.0,105.9,2.9,-4.0,0.4,15
O=C(Nc1ccc(Cc2ccncc2)cc1)c1ccc(Br)o1,-6.0,-2.0,0.0,7,100.6,-10.0,99.5,6.9,-9.0,1.1,24

# Arranged by the number under Bcl-B Bim block (low to high): some entries from above.
smiles | Bim-Bcl-2 | Bim-Bcl-XL | Bim-Bcl-W | Avidin bead fluor | RGS4-Gao reg | Bfl-1 Bim block | RGS7-Gao reg | Bcl-B Bim block | GSH fluor
CCC(=O)OCCn1c(=O)c2cc3c(=O)n(CCOC(=O)CC)c(=O)c3cc2c1=O | -9.0 | -2.0 | 2.0 | 7 | 96.8 | -5.0 | 96.6 | -6.0 | 9
CC(NC(=O)c1cccc(S(=O)(=O)N2CCN(C)CC2)c1)C1CC2CCC1C2 (stereo unspecified) | -4.0 | -3.0 | 0.0 | 9 | 104.2 | -6.0 | ? | -2.0 | 15
O=C(N/N=C/c1cc(Br)ccc1O)Nc1ccccc1 | 0.0 | -2.0 | 0.0 | 10 | 95.3 | -1.0 | 98.2 | 0.0 | 16
